Bioassay records from PubChem BioAssay.
AID772: HT29 colon tumor cell growth inhibition, primary screen, imaging, high content imaging, 72 h, CellTiter-Glo (AID 772). HT29 cell growth, HCS imaging cell count, 72 h; active compounds read high. growth inhibition, % at 10 µM. 0.6% of 3,300 active;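 active = growth inhibition above 90%, meaning viable cell count cut by more than 90% versus vehicle controls; inactive = growth inhibition below 90%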
AID364: cytotoxicity toward Jurkat T cells, primary screen, cell-based, Jurkat E6.1, NIH starter set (AID 364). Jurkat E6.1 viability, ATP luminescence, 48 h; higher % means a stronger effect. one-dose inhibition, % at 4 µM; CC50 in µM for titrated hits. 2% of 3,300 active;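 active = concentration giving half-maximal inhibition at or below 20 micromolar; inactive = half-maximal concentration above 20 micromolar, or not dose tested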;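 also: 100% = cells treated with 4 µM doxorubicin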
HT29 cell growth-1: HT29 colon tumor cell growth inhibition, primary screen, imaging, high content imaging, 24 h, CellTiter-Glo (AID 770). 3,300 tested, under 10 active. growth inhibition, % at 10 µM. HT29 cell number by imaging, 24 h; active compounds read high;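 active = growth inhibition above 90% in viable cell count at a single dose; inactive = growth inhibition below 90%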
A549 proliferation: A549 NSCLC cell proliferation inhibitors – ATP luminescence, human non-small cell lung line, primary screen (AID 371); A549 growth inhibition, ATP luminescence; active compounds read high; growth inhibition, % at 10 µM; 8.4% of 3,300 active;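 active = mean growth inhibition over the two runs of 50% or more; inactive = mean growth inhibition under 50%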;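 also: compound exposure lasted 72 h before the ATP read; 0% = untreated cell signal and 100% = no luminescence left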
HT29 cell growth-2: HT29 colon tumor cell growth inhibition, primary screen, imaging, high content imaging, 48 h, CellTiter-Glo (AID 771) | 2% of 3,300 active | growth inhibition, % at 10 µM | HT29 cell growth, HCS imaging cell count, 48 h; active compounds read high;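 active = growth inhibition above 90%, meaning viable cell count by imaging cut by more than 90% versus vehicle controls; inactive = growth inhibition below 90%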;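 also: percent fewer viable cells counted by imaging than vehicle controls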
HT29 cell growth-1 condensed nuclei: further read-out of HT29 cell growth-1, marked with its call; condensed nuclei, %; measured here: percent cells with condensed nuclei;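 share of cells whose nuclear area falls below control median minus 1.5 SD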
HT29 cell growth-1 ATP viability: second read-out of HT29 cell growth-1, no call of its own (marks repeat the call); growth inhibition, %; measured here: ATP CellTiter-Glo viability
HT29 cell growth-2 condensed nuclei: also measured in HT29 cell growth-2; calls as there; condensed nuclei, %; measured here: percent cells with condensed nuclei;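 condensed means Hoechst nuclear area under control median minus 1.5 SD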
HT29 cell growth-2 ATP viability: further read-out of HT29 cell growth-2, marked with its call; growth inhibition, %; measured here: ATP CellTiter-Glo viability inhibition
AID772 condensed nuclei: recorded beside AID772, whose call it bears; condensed nuclei, %; measured here: percent cells with condensed nuclei;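 condensed means nuclear area below control median minus 1.5 SD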
AID772 second: further read-out of AID772, marked with its call; growth inhibition, %; measured here: ATP CellTiter-Glo viability
Active calls of the source: *; / = not tested or not shown. This is a subset; count on the stated rates, not on these rows.

entry	Molecule	AID772	AID772 condensed nuclei	AID772 second	AID364	HT29 cell growth-1	HT29 cell growth-1 condensed nuclei	HT29 cell growth-1 ATP viability	A549 proliferation	HT29 cell growth-2	HT29 cell growth-2 condensed nuclei	HT29 cell growth-2 ATP viability
1	Cc1ccc2c(c1)[C@@H]1CN(C)CC[C@@H]1N2C(=O)Nc1cccc(C(F)(F)F)c1	83	15	94	13%	47	9.2	50	83*	90	13	70
2	CCOc1ccccc1-n1c(O)c(C=Nc2ccc(N(CC)CC)cc2)c(=O)[nH]c1=O	-5	2	-14	19%	-11	3.5	-11	45	-5	3.3	-3
3	C[N+]1(C)CCN(c2ccccc2)CC1	-14	1	-9	13%	6	3.4	-15	7	5	2.1	/
4	CCOc1ccccc1-n1c(O)c(C=Nc2c(C)n(C)n(-c3ccccc3)c2=O)c(=O)[nH]c1=O	-24	5	-26	9%	100*	5.6*	-85*	0	18	1.6	-3
5	CCOc1ccc(Cc2c(O)[nH]c(=O)[nH]c2=O)cc1	-18	3	-25	-9%	7	1.6	-2	-5	13	2.2	-3
6	CCCCc1nc2ccccc2c(=O)n1-c1ccccc1O	2	3	-26	-2%	-16	2.5	-10	6	41	1.8	19
7	COc1ccc(-n2c(SC)nc3ccccc3c2=O)cc1	10	8	16	-1%	-12	4.7	-1	5	26	2.2	5
8	O=c1[nH]c(O)c(C=NC2CCN(Cc3ccccc3)CC2)c(=O)[nH]1	6	5	-23	-9%	-7	5.7	-6	6	57	1.9	-9
9	OCCOCC#CCN1CCOCC1	56	12	25	2%	3	0.4	4	1	-3	1.9	-4
10	O=c1[nH]c(=O)n(Cc2ccco2)c(O)c1C=NCc1ccc2c(c1)OCO2	-51	4	-43	4%	-19	1.6	-1	18	-12	3.3	-10
11	COc1cccc(CN2CCN(C(=O)COc3ccc4ccccc4c3)CC2)c1	34	18	10	-8%	12	2.2	1	34	53	7.3	27
12	O=C(COc1ccc2ccccc2c1)N1CCN(C2CCN(Cc3ccccc3)CC2)CC1	-4	2	23	-8%	37	3.5	-10	37	-50	1.4	-35

Entries 7–10, quoted:
entry	Molecule	AID772	AID772 condensed nuclei	AID772 second	AID364	HT29 cell growth-1	HT29 cell growth-1 condensed nuclei	HT29 cell growth-1 ATP viability	A549 proliferation	HT29 cell growth-2	HT29 cell growth-2 condensed nuclei	HT29 cell growth-2 ATP viability
7	COc1ccc(-n2c(SC)nc3ccccc3c2=O)cc1	10	8	16	-1%	-12	4.7	-1	5	26	2.2	5
8	O=c1[nH]c(O)c(C=NC2CCN(Cc3ccccc3)CC2)c(=O)[nH]1	6	5	-23	-9%	-7	5.7	-6	6	57	1.9	-9
9	OCCOCC#CCN1CCOCC1	56	12	25	2%	3	0.4	4	1	-3	1.9	-4
10	O=c1[nH]c(=O)n(Cc2ccco2)c(O)c1C=NCc1ccc2c(c1)OCO2	-51	4	-43	4%	-19	1.6	-1	18	-12	3.3	-10

Back to the main list, repeating the three entries before the break.
entry	Molecule	AID772	AID772 condensed nuclei	AID772 second	AID364	HT29 cell growth-1	HT29 cell growth-1 condensed nuclei	HT29 cell growth-1 ATP viability	A549 proliferation	HT29 cell growth-2	HT29 cell growth-2 condensed nuclei	HT29 cell growth-2 ATP viability
10	O=c1[nH]c(=O)n(Cc2ccco2)c(O)c1C=NCc1ccc2c(c1)OCO2	-51	4	-43	4%	-19	1.6	-1	18	-12	3.3	-10
11	COc1cccc(CN2CCN(C(=O)COc3ccc4ccccc4c3)CC2)c1	34	18	10	-8%	12	2.2	1	34	53	7.3	27
12	O=C(COc1ccc2ccccc2c1)N1CCN(C2CCN(Cc3ccccc3)CC2)CC1	-4	2	23	-8%	37	3.5	-10	37	-50	1.4	-35
13	CC(=O)[C@H]1CC[C@H]2[C@@H]3CC[C@H]4C[C@H](O)CC[C@]4(C)[C@H]3C(=O)C[C@]12C	-2	2	-16	-4%	-4	1.7	-16	8	-77	2.9	/
14	Cc1ccc(-n2c(O)c(C=NCCN3CCOCC3)c(=O)[nH]c2=O)cc1	-11	4	-11	5%	8	16	0	2	34	3.5	-11
15	CC(=O)OC1N=C(c2ccccc2)c2ccccc2NC1=O (centres undefined)	-20	0	-51	4%	8	2.1	2	-5	10	0.9	-8
16	CNCCc1c[nH]c2ccccc12	9	1	-10	3%	18	0.9	-22	7	-12	0.8	/
17	CCCC12CN3CN(C1)CC(CCC)(C3)C2O (centres undefined)	-12	2	-9	-3%	-12	3.9	2	-1	-19	1.6	-14
18	CC1=C(C(=O)OC(C)C)[C@]2(C(=O)N(CC(N)=O)c3ccccc32)C(C#N)=C(N)O1	-36	2	-27	-5%	0	12	-4	5	5	2.8	-9
19	COc1ccccc1-n1c(O)c(C=NCCCn2ccnc2)c(=O)[nH]c1=O	-18	4	-48	-5%	-11	2.7	-7	-4	-21	3.6	9
20	COc1cccc(-n2c(O)c(C=NCCN3CCOCC3)c(=O)[nH]c2=O)c1	-30	7	-48	-6%	37	4.7	-16	-1	8	3.4	-23
21	COc1ccc(C2SCC(=O)Nc3c2c(=O)[nH]n3C2CCCCCC2)cc1 (centres undefined)	19	21	26	7%	6	4.7	6	25	27	1.5	-2
